# Rab7 wt modul: dog Rab7 wildtype GTP binding, inhibitors and activators | GST-Rab7 beads, fluorescent GTP binding, flow cytometry; actives lie on both sides; untreated = 100%, excess cold GTP = 0% | GTP binding activity (percent of control), % at 10 µM | 190,000 compounds, 0.055% hits | AID 758;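 active = fluorescent GTP binding to Rab7 beads changed by at least 20 points from the 100% baseline, either direction, mostly lower; inconclusive = compound itself probably fluorescent, or too few beads counted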;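 note: median green fluorescence of bound Bodipy-FL-GTP per Rab7 bead population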
# Cdc42 wt GTP: modulators (inhibitors or activators) of GTP binding to human Cdc42 wildtype | percent activity (GTP binding), % at 10 µM | GST-Cdc42 beads, Bodipy-GTP binding, flow cytometry; actives lie on both sides | 190,000 compounds, 0.2% hits | P60953;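 active = percent activity GTP binding at least 20 points away from the 100% baseline, either down as inhibitor or up as activator; inconclusive = compound flagged as likely green fluorescent from well-wide comparison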;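 note: median bead fluorescence of bound Bodipy-FL-GTP at 100 nM; 0% = excess unlabeled GTP control and 100% = no compound control; below 100% means less GTP binding so inhibitor and above means activator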
# Target sequence (P60953 whole entry, looked up): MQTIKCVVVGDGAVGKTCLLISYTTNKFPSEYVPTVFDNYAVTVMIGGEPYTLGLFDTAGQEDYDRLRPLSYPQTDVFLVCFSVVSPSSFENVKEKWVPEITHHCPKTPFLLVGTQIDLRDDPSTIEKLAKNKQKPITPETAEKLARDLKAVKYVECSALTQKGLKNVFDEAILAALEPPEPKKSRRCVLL
# Pf gamet viab: P. falciparum stage V gametocyte viability inhibition. P. falciparum stage V gametocytes, ATP luminescence, 24 h. inhibition, % at 10.9 µM. 150,000 compounds, 0.065% hits;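 active = inhibition above the mean plus 3 SD of compounds within the control limits, set per campaign, cut at about 38% in these data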;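 note: 0% = DMSO wells and 100% = medium only without gametocytes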
# GSH fluor: compound fluoresces at 488/530 nm on GSH beads. 190,000 compounds, 0.25% hits. fluorescence (KMESF) at 10 µM. AID 1776. GSH beads flow cytometry, compound fluorescence 488/530 nm; hits give high values; in the data active = fluorescence above about 89;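 note: glutathione beads carrying GST-tagged Bcl family fusion proteins plus one bare bead set; values are compound well signal with DMSO vehicle wells as background; inactives centre near 16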
# Rac1 wt GTP bind: alters GTP binding to wildtype human Rac1; P63000; GST-Rac1 beads, fluorescent GTP binding, flow cytometry; actives lie on both sides; 0 = cold GTP competed, 100 = untreated; GTP binding activity (% of control), % at 10 µM; 190,000 compounds, 0.27% hits; AID 757;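 active = GTP binding activity at least 20 points away from the 100% control level, either lower or higher; inconclusive = compound flagged as likely green fluorescent, judged across all proteins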
# Rab2A wt mod: changes GTP binding to wildtype dog Rab2A, up or down; P61105; 190,000 compounds, 0.19% hits; GTP binding activity, % at 10 µM; GST-Rab2 wt beads, Bodipy-GTP binding, flow cytometry;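 active = GTP binding activity at least 20 points away from 100%, either lowered or raised; inconclusive = signal likely due to the compound's own green fluorescence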;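 note: 0% = beads with excess unlabeled GTP and 100% = no-compound control corrected for plate trend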
# Avidin bead fluor: avidin bead compound fluorescence profile; Avidin beads, compound fluorescence 488/530 nm, flow cytometry; hits give high values; fluorescence (KMESF) at 10 µM; 220,000 compounds, 0.38% hits; in the data active = fluorescence above about 47; note: inactives centre near 10
# HRas wt GTP: modulators of GTP binding to human HRas wildtype; P01112; GST-Ras wt beads, Bodipy-FL-GTP binding, flow cytometry; actives lie on both sides; GTP binding activity, % at 10 µM; 190,000 compounds, 0.14% hits; AID 759;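 active = GTP binding activity at least 20% away from the 100% baseline, either lowered as inhibitor or raised as activator; inconclusive = flagged as likely green fluorescent, judged across all proteins in the well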;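 note: 0% = unlabeled GTP competition control and 100% = no-compound control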
# Target sequence (P01112 whole entry, looked up): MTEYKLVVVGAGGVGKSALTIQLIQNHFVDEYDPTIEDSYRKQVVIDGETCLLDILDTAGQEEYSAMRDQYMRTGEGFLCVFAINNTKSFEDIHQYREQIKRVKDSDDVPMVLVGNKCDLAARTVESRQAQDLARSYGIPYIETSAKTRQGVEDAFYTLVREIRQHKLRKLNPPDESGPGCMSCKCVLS
# ABCB1 inh: inhibitors of human ABCB1 transporter, ABCG2 counter-screen; CCRF-Adr cells, JC-1 efflux, flow cytometry; inhibition, % at 6.6 µM; 190,000 compounds, 0.067% hits; in the data active = inhibition above about 40%;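 note: 0% = vehicle and 100% = reference inhibitor; higher value means more JC-1 retained so stronger ABCB1 efflux block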
# ABCG2 block: human ABCG2 inhibition, ABCB1 as counter-screen | Q9UNQ0 | IgMXP3 cells, JC-1 efflux, flow cytometry | inhibition, % at 6.6 µM | 190,000 compounds, 0.1% hits;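 active = inhibition above 80%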;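 note: 0% = DMSO and 100% = nicardipine control wells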
# Target sequence (Q9UNQ0 whole entry, looked up): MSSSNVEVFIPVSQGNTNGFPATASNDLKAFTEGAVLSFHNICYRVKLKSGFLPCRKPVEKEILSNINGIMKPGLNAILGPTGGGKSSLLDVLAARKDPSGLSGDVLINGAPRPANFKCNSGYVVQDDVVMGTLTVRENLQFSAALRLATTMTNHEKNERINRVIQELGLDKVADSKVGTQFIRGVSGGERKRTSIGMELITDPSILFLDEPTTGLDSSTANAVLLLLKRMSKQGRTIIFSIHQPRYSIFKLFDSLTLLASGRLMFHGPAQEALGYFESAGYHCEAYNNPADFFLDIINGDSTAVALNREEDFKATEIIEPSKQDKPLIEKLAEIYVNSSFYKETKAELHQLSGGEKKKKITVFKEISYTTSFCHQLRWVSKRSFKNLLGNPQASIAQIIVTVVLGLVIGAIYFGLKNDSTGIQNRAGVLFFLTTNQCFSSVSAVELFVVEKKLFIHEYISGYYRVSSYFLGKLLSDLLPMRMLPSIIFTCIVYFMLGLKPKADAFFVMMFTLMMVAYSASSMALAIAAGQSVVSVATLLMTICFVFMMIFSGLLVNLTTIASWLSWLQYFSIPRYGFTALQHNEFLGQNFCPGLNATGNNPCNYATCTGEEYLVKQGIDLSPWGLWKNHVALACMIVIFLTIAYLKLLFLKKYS
#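 Assay system – ABCG2 IgMXP3 and barcoded ABCB1 CCRF-Adr cell mix · Input – 3 million cells/mL in well · Reagent – JC-1 fluorescent substrate · Compound – single test compound dose, 6.6 µM final · Timing – 10 min exposure at 25 °C with rotation, no wash · Detection – flow cytometry of retained JC-1 fluorescence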
# Rac1 mut GTP: modulators of GTP binding to human Rac1 activated mutant. P63000. GST-Rac1 activated beads, fluorescent GTP binding, flow cytometry; actives lie on both sides; 100% means binding = to untreated wells. percent activity (GTP binding), % at 10 µM. 190,000 compounds, 0.11% hits. AID 764;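 active = GTP binding at least 20 percentage points away from the 100% baseline, in either direction, so actives lie on both sides; inconclusive = Compound likely fluorescent itself, or too few beads counted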
# Active calls of the source: *; ? = inconclusive; · = no result given. Random draw from the library; overall some 1.1% were active at least once.
SMILES,Rab7 wt modul,Cdc42 wt GTP,Pf gamet viab,GSH fluor,Rac1 wt GTP bind,Rab2A wt mod,Avidin bead fluor,HRas wt GTP,ABCB1 inh,ABCG2 block,Rac1 mut GTP
COc1ccc(/C=N/NC(=O)c2ccn[nH]2)cc1COc1ccc(Cl)cc1,99,97,·,7,98,98,18,99,-0.8,-2,100
Cc1onc(-c2ccccc2)c1C(=O)Nc1nc(-c2ccc(F)c(F)c2)cs1,99,99,2,28,101,97,15,97,0.3,4,96
CNC(=O)NC(=O)C(C)OC(=O)CCCSc1nc2ccccc2s1 (stereo not given),99,101,9,7,103,98,9,98,0.1,7,100
CCOC(=O)/C(C#N)=C/c1cn(CCC(=O)O)nc1-c1ccc(F)cc1,104,96,12,63,98,98,26,98,-0.1,1,94
Cc1ccc(NC(=S)N(Cc2ccc(Cl)cc2)Cc2ccc(C(=O)O)cc2)cc1Cl,96,102,5,15,109,104,10,101,-0.4,-2,101
CCOC(=O)/C(C#N)=C/c1c(OCC)n(CC)c2ccccc12,95,94,-51,9,98,99,14,98,2.2,44,100
CSc1nc2ccccc2n1CC(=O)Nc1c(C)n(C)n(-c2ccccc2)c1=O,94,102,·,78,101,96,11,97,0.6,3,101
COc1ccc2nc(Nc3nc(CSc4nc5ccccc5[nH]4)cc(=O)[nH]3)nc(C)c2c1,96,96,-15,11,100,97,16,96,0.1,11,99
CN(C)C(=O)c1c2c(nc3ccccc13)CCCC2,104,96,14,27,98,101,11,97,0.1,0,94
O=C(O)CSc1nnc(COc2cccc3cccnc23)n1-c1ccc(Cl)cc1,99,91,15,11,96,94,10,95,0.0,3,89
COc1ccccc1-n1c(SCC(=O)N2CCOCC2)nc(O)c(Cc2ccccc2)c1=O,101,97,·,17,99,99,12,98,0.1,0,98
CCN1C(=O)N(c2cccc3ccccc23)C(C)=CC1(C)C,99,96,16,7,97,95,42,99,1.1,4,96
COc1ccc(-c2[nH]ncc2CN(Cc2nccn2C)C(C)C)c(F)c1,97,93,·,9,94,97,7,95,0.2,1,96
COc1ccc(C(=O)NCc2nnc(SC)n2Cc2ccccc2)cc1,106,96,-27,19,100,99,6,100,1.4,5,95
O=C(NCCCN1CCN(c2cccc(Cl)c2)CC1)C1CCC(=O)N1Cc1ccccc1Cl (stereo not given),97,100,·,5,101,99,39,98,0.2,1,99
Nc1c([N+](=O)[O-])cc(-c2cnc[nH]2)cc1[N+](=O)[O-],94,77*,18,9,84,77*,10,78*,0.0,2,88
Cc1ccc(-c2nnn(CCC(=O)NC(C)(C)C)n2)cc1,95,102,-21,20,103,96,23,100,0.3,2,96
Nn1c(SCC(=O)Nc2ccc(Oc3ccccc3)cc2)nnc1C1CC1,95,104,·,28,105,96,35,97,-0.2,5,96
N#CCn1c2ccccc2c2nc3ccccc3nc21,97,94,23,12,98,94,12,94,0.5,2,91
NC(=O)c1cccc2c(=O)oc3ccccc3c12,99,103,·,38,109,102,14,103,-1.1,22,99
Cc1ccc(CNC(=O)Cn2ccc3ccccc3c2=O)o1,100,101,5,30,106,101,12,99,0.7,4,100
O=C(NC1CCCC1)C1CCCN(S(=O)(=O)c2ccc(-n3cnnn3)cc2)C1 (stereo not given),102,101,·,46,103,103,3,101,0.9,1,100
CC(CCn1cccn1)NC(=O)c1cc(COc2ccc(F)cc2F)on1 (stereo not given),104,97,·,10,99,99,10,99,0.3,14,96
Cc1nc2sc3c(c2c2nc(-c4ccco4)nn12)CCCC3,97,97,·,27,97,95,17,98,1.1,2,98
COc1cc(CNCCSc2nnnn2C)cc(Br)c1OCc1ccccc1,104,94,0,10,99,98,11,96,7.5,33,96
CCCc1cc(=O)[nH]c(Nc2ccc(O)cc2)n1,100,103,1,12,106,101,7,102,0.1,0,100
CCOC(=O)C(C(C)=O)c1c(Br)c(O)c(O)c2c(C(=O)c3ccc(C)cc3)coc12 (stereo not given),97,103,·,15,105,100,5,101,-0.6,-2,100
CCC1(CC)NC(=O)N(CC(=O)Nc2ccc(S(=O)(=O)N3CCOCC3)cc2)C1=O,94,98,16,12,102,96,13,96,0.4,1,97
CCN1CCN(c2nc(S(=O)(=O)c3ccc(C)cc3)c(Cl)s2)CC1,102,95,·,13,92,96,25,94,1.5,2,93
CCOc1ncccc1C(=O)OCc1ccc(C(=O)OC)o1,94,92,·,23,94,94,20,93,-0.2,0,95
CC1(C)CC(N2CCCC2)=CC(=[N+]2CCCC2)C1,99,100,-9,17,107,98,5,99,0.4,3,98
CC(C)C(C)NC(=O)CN1C(=O)NC2(CCCc3ccccc32)C1=O (stereo not given),96,98,-11,22,97,96,10,98,-0.2,0,94
CC(C)NC(=O)CC1C(=O)NCCN1CC(c1ccccc1)c1ccccc1 (stereo not given),91,90,·,16,91,92,6,90,-0.8,-2,91
CC(C)(C)C1CCc2c(sc(NC(=O)C3CC=CCC3C(=O)O)c2C#N)C1 (stereo not given),94,94,-25,7,95,96,7,96,0.6,1,95
CCOC(=O)c1ccc(N/N=C/c2cc(Br)cc([N+](=O)[O-])c2O)cc1,90,90,-79,15,93,90,11,91,-0.1,2,86
O=C(NC1CCN(C(=S)NCc2ccco2)CC1)C1CCCCC1,97,97,·,26,96,98,15,98,-4.0,-2,94
CCN(C(=O)c1ccccc1Cl)c1ccccc1,96,99,-14,24,96,97,17,98,0.6,3,95
CC1(C)CC(=O)C2=C(C1)Nc1cc3c(cc1C2c1ccc(F)cc1)OCO3 (stereo not given),102,103,·,18,102,102,35,101,1.3,5,99
Cc1ccc(CNC(=O)CCC2CCCN(C(=O)CCC(F)(F)F)C2)o1 (stereo not given),98,96,·,11,96,98,10,98,-0.2,1,95
O=C(COC(=O)/C=C/c1ccco1)NCc1ccccc1,92,96,-6,10,97,95,11,97,0.5,2,97
Cc1ccc(C)c(S(=O)(=O)N2CCCOC2CNC(=O)C(=O)NCc2cccnc2)c1 (stereo not given),102,95,-32,22,96,100,10,98,0.6,2,96
Cc1ccc(S(=O)(=O)NC(=O)NCc2ccccc2)cc1,101,105,-15,49,110,101,18,104,0.2,-2,101
COc1ccc(-n2c(O)c(/C=N/n3cnnc3)c3ccccc3c2=O)cc1,90,92,·,57,91,89,10,91,-0.6,-4,90
O=C(Nc1ccccc1O)c1cc(S(=O)(=O)N2CCOCC2)ccc1Cl,97,98,·,43,95,96,18,98,0.9,1,95
O=C(NCN1CCN(c2ccccc2F)CC1)c1cccnc1,94,95,-9,13,92,97,6,95,-0.1,1,96
CCN(CC)CC(=O)Nc1sc2c(c1C(=O)c1ccccc1C)CCC2,94,90,25,10,96,94,9,92,0.1,0,93
Cc1ccc(CN2C(=O)CCC2C(=O)NC2CC2)cc1 (stereo not given),98,93,·,37,92,95,11,95,0.8,9,94
CCOC(=O)/C=C1\SCC(=O)N1Cc1ccc(Br)cc1,95,97,·,21,104,101,20,101,-0.4,1,98
COc1ccc(N(C(=O)c2ccc(Br)o2)C2C=CS(=O)(=O)C2)c(OC)c1 (stereo not given),103,100,·,11,105,102,7,101,1.2,-1,96
COc1ccc(NC(=O)c2cc([N+](=O)[O-])nn2Cc2ccccc2)c(C)c1,103,101,-3,22,102,97,29,98,4.7,29,97
CC(C)(C)c1n[nH]c2c1CCCC2,107,103,13,10,108,101,3,103,0.3,1,100
COCCSc1ccccc1C(=O)N1CCCC1,103,98,·,17,97,101,11,100,0.3,1,96
C=CCN1C(=O)CS/C1=N\S(=O)(=O)c1ccc(Cl)cc1,101,101,0,18,105,98,15,100,0.0,-1,99
Cc1c(Cl)cccc1NC(=O)CN1C(=O)CSc2ncccc21,104,106,·,28,113,106,8,104,0.5,3,104
CN(Cc1nc2ccccc2c(=O)[nH]1)Cc1cc(=O)oc2ccc3ccccc3c12,102,101,-4,30,103,101,13,101,1.6,10,100
CCCCn1nnnc1SCC(=O)Nc1ccc2c(c1)OCCO2,88,96,-1,13,101,91,3,95,0.7,4,91
c1ccc(CNCCN2CCNCC2)nc1,101,99,2,28,100,99,10,98,0.6,2,99
CCOC(=O)N1CCN(C(=O)/C(=C\c2cccs2)NC(=O)c2cccs2)CC1,105,88,31,9,95,93,10,97,-1.5,-4,91
Cc1nnc(SCC(=O)N2CCN(S(=O)(=O)c3ccccc3)CC2)s1,108,100,-4,12,101,103,9,104,0.2,-1,101
CC1CCN(c2nc3nonc3nc2N2CCC(C)CC2)CC1,102,99,-35,18,99,99,4,99,-0.2,-1,98

# Rab2A wt mod, what is marked active above
SMILES	Rab7 wt modul	Cdc42 wt GTP	GSH fluor	Rac1 wt GTP bind	Rab2A wt mod	Avidin bead fluor	HRas wt GTP	Rac1 mut GTP
Nc1c([N+](=O)[O-])cc(-c2cnc[nH]2)cc1[N+](=O)[O-]	94	77*	9	84	77*	10	78*	88

# Remaining list, next part.
SMILES,Rab7 wt modul,Cdc42 wt GTP,Pf gamet viab,GSH fluor,Rac1 wt GTP bind,Rab2A wt mod,Avidin bead fluor,HRas wt GTP,ABCB1 inh,ABCG2 block,Rac1 mut GTP
COCc1cc(C)nc(SCC[N+](C)(C)CC(=O)Nc2ccccc2)c1C#N,105,98,9,8,97,100,19,100,0.3,0,96
Cc1ccc(-c2cn3cccnc3n2)cc1NC(=O)c1cccs1,101,100,-7,15,102,99,17,98,-1.4,-13,97
CCOC(=O)N1CCC(N(CCN(C)C)C(=S)Nc2ccccc2Cl)CC1,104,97,22,20,98,100,8,99,-0.1,-3,93
CN(CCN1CCOCC1)Cc1nc(-c2ccccc2)no1,97,100,4,49,99,97,10,97,0.0,0,95
CC(C)c1ccc(C2=C(O)c3ccccc3C(=O)C2=O)cc1,100,95,-8,14,96,96,6,95,·,7,96
COc1cc(NC(=O)CN2C(=O)C(c3ccccc3)=NC23CCCCCC3)cc(OC)c1,102,101,·,20,104,100,15,99,0.5,3,101
CCc1cc2ccc(C)cc2nc1SCC(=O)Nc1cc(OC)c(OC)cc1C(=O)O,?,?,·,14,?,?,6,?,-0.3,-3,?
Clc1ccc2c(c1)c1ccccc1n2CN1CCOCC1,97,99,·,52,99,98,7,99,0.9,4,97
COc1cc(CCC(=O)Oc2ccc(C(C)=O)cc2)cc(OC)c1OC,99,105,-13,10,107,102,8,102,0.6,13,103
Cc1ncsc1C(=O)O,100,92,15,11,95,96,10,96,0.0,0,93
C=CCNC(=O)CNS(=O)(=O)c1ccc(F)cc1,97,101,10,9,102,99,3,100,0.3,2,98
O=C(O)CSc1ccccc1C(=O)O,96,100,-37,9,101,99,13,101,0.1,0,99
